Compound activity: PubChem BioAssay, several laboratories
OXTR potentiate: human OXTR potentiation | P30559 | CHO-OTR cells, Fluo-8 calcium fluorescence, potentiator mode; 0% = oxytocin EC15, 100% = EC100 | activation, % at 3 µM | 0.061% of 320,000 active;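 active means activation above that plate's cutoff, the mean activation of tested compounds plus 3 SD, cut at about 6.6% in these data, passing the limit was not always enough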;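 further: 100% uses oxytocin at 75 nM as the full agonist control; some results filed as inactive read as strong as hits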
Target sequence (P30559 whole entry, looked up): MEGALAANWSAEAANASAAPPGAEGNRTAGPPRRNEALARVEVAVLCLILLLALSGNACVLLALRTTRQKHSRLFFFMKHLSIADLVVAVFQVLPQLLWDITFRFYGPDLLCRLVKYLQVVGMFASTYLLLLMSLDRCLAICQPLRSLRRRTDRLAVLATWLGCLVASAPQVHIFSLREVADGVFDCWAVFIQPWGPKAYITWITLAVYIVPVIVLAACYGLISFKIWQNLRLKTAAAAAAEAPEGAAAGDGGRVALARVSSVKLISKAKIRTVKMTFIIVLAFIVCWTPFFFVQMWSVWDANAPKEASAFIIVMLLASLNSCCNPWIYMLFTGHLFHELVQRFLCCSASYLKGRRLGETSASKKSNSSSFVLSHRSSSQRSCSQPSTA
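System: human OTR in CHO cells; Also added: sub-maximal oxytocin, roughly EC15; Timing: compound 6 min at room temperature before oxytocin, 100 s read; Technique: Fluo-8 intracellular calcium fluorescence, ex 470-495, em 515-575 nm; Controls: oxytocin EC15 low and EC100 high; Replication: singlicate.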
MEKK2wt PB1 HTS: raises or lowers MEK5 binding to wildtype human MEKK2 PB1 domain; AID 1531; binding response (% of control), % at 10 µM; 1.1% of 290,000 active; bead flow cytometry, Alexa488-MEK5 binding to MEKK2 WT; actives lie on both sides; in the data active means binding response below about 67% or above about 130%
GPR7 antag: antagonists of human GPR7 (neuropeptides B/W receptor 1) | P48145 | AID 1861 | inhibition, % at 4.4 µM | GPR7-expressing cells, fluorescence antagonist assay | 1.1% of 290,000 active; in the data active means inhibition above about 16%, passing the limit was not always enough;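 further: cells stimulated with the agonist NPW; 0% = agonist with vehicle and 100% = vehicle without agonist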
Target sequence (P48145 whole entry, looked up): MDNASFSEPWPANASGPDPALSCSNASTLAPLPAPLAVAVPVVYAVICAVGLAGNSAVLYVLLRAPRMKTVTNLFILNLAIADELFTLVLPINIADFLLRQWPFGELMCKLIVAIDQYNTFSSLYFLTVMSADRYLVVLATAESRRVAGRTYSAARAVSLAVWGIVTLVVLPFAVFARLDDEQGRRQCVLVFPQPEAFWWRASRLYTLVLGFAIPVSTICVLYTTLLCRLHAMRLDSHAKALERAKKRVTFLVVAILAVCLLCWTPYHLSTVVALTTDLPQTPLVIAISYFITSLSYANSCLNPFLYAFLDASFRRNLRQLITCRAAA
M18AAP inhibitor: PfM18AAP enzyme inhibition; inhibition, % at 7.35 µM; 1.2% of 290,000 active; recombinant PfM18AAP, H-Glu-NHMec fluorogenic cleavage;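 active means inhibition above the campaign mean inhibition over all tested compounds plus 3 SD, cut at about 28% in these data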;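 further: 0% = plate median of test compound wells and 100% = 2 mM ZnCl2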
GalR3 antagonist: human GalR3 antagonism; inhibition, % at 3 µM; HEK293 GalR3-CNG cAMP membrane potential fluorescence; galR3 body fused to GalR1 C-terminus; O60755; 0.44% of 360,000 active; AID 651719;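 active means inhibition above the screen-wide average plus 3 SD, cut at about 13% in these data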;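 further: forskolin and galanin both at EC90 stimulate the cells; cAMP rise reported by CNG channel membrane potential dye signal; 0% = forskolin plus galanin with DMSO and 100% = forskolin alone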
Target sequence (O60755 1-299 limits assumed): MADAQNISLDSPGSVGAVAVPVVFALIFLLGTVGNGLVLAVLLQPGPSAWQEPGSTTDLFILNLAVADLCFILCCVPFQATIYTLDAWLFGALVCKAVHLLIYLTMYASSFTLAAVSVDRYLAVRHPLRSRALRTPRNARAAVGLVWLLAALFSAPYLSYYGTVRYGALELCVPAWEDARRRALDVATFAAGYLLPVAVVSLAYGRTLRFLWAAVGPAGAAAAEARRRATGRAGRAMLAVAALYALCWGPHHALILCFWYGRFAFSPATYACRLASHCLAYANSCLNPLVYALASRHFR
NALP1 inh: blocks the NALP1 inflammasome reconstituted in yeast. S. cerevisiae NALP1/ASC/caspase-1 growth, X-gal OD620, 72 h. inhibition, % at 10 µM. 0.61% of 280,000 active. AID 2071; in the data active means inhibition mostly above about 24%, no sharp cut-off; inactive means mostly below about 32%; further: some compounds called inactive have numbers as strong as hits
V1R ag counter: V1a receptor agonism, counter-screen for OXTR agonists | P37288 | activation, % at 3 µM | CHO-V1R cells, Fluo-8 calcium fluorescence, agonist mode; 0% DMSO, 100% 3 nM vasopressin | 0.25% of 320,000 active;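 active means activation above the mean activation of all tested compounds plus 3 SD, per screening run, cut at about 20% in these data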;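 further: signal is peak over basal fluorescence ratio across a 100 second FLIPR read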
OXTR agonist: human OXTR agonism. 0.32% of 320,000 active. activation, % at 3 µM. CHO-OTR cells, Fluo-8 calcium fluorescence; normalized: DMSO 0%, oxytocin 100%. P30559;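 active means activation above the mean of all tested compounds plus 3 SD, cutoff set per screening run, cut at about 20% in these data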;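 further: peak over basal fluorescence ratio from a 100 s FLIPR kinetic read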
MEKK2mut PB1 HTS: signal of MEK5 binding to mutant human MEKK2 PB1 domain. 0.35% of 290,000 active. AID 1530. percent response, % at 10 µM. bead flow cytometry, Alexa488-MEK5 binding to MEKK2 mutant; in the data active means percent response above about 24%, passing the limit was not always enough; further: inactives centre near 1; some results filed as inactive read as strong as hits
An asterisk follows results filed as active; · = not tested or not shown.

SMILES	OXTR potentiate	MEKK2wt PB1 HTS	GPR7 antag	M18AAP inhibitor	GalR3 antagonist	NALP1 inh	V1R ag counter	OXTR agonist	MEKK2mut PB1 HTS
CC(C)CC(=O)Nc1cccc(C(=O)Nc2ccccc2C(=O)O)c1	1	101	0	-1	-5	-18	-0.3	-0.9	-1
CCCc1c(C(=O)N/N=C/c2ccc(C)s2)nnn1-c1nonc1N	-6	94	9	-3	-4	9	0.5	1.7	-11
CC(=O)c1ccc(C(=O)N2CCC(n3nccc3NC(=O)C3CC3)CC2)cc1	2	103	-6	0	-3	3	0.7	-0.6	5
COC1(OC)C(/C=C/c2ccc(C)cc2)C(C#N)(C#N)C1(OC)OC (configuration not stated)	-3	105	-19	-2	-3	·	0.7	-0.6	1
CCOC(=O)C(=CNc1ccc(-c2ccco2)c(Cl)c1)C(=O)OCC	-10	90	0	-6	-3	12	0.1	-2.8	-12
Cc1cc2c(cc1C)C(c1ccccc1F)CC(=O)N2 (configuration not stated)	-17	94	-1	2	-11	13	-0.3	-1.2	-2
CC(=O)Nc1ccc(NC(=O)C(C)n2nc(C)c([N+](=O)[O-])c2C)cc1 (configuration not stated)	-4	100	-12	-4	-4	4	0.1	0.1	-7
CCC1CCCCN1C(=O)c1c(-c2ccccc2)noc1C (configuration not stated)	-1	100	-20	-5	-1	3	-1.8	-1.0	2
O=C(COC(=O)CCc1ccccc1)NC(c1ccccc1)c1ccccc1	-6	96	-12	1	-2	33	2.1	2.0	-3
COc1ccc(NCc2ccc(OC)c(OC)c2)cc1	-1	110	-14	6	·	7	0.3	0.1	8
O=C(NCc1ccc(Cl)cc1)C(=O)NCC1OCCN1C(=O)c1ccc(Cl)cc1 (configuration not stated)	4	101	-10	10	-4	-3	-1.2	0.1	4
O=C(COC(=O)c1ccccc1O)Nc1ccc2ccccc2c1	-1	·	·	·	-5	·	1.1	1.7	·
Cn1ncc(Br)c1C(=O)NCc1cccs1	-5	85	-3	-17	-6	12	2.0	1.5	-10
COc1ccc(OC)c(NC(=O)Cn2cccc2)c1	0	102	-10	4	·	6	-0.1	0.4	5
O=C(NCCCCc1ccccc1)C1CC(c2cc(C(F)(F)F)cc(C(F)(F)F)c2)=NO1 (configuration not stated)	-6	94	·	·	-3	-69	-0.4	-0.3	-6
Cc1cccc(C(=O)NCC(=O)OCc2cc(=O)n3ccsc3n2)c1	-5	·	·	·	0	·	-0.4	-0.9	·
CCCCCCCCCCCC(=O)NC(C(=O)OCC)C(O)c1cccc([N+](=O)[O-])c1 (configuration not stated)	-8	103	-13	-12	-4	3	0.1	-0.1	-1
CCOC(=O)c1c(-c2cccc([N+](=O)[O-])c2)csc1NC(=O)C1CCCCC1	-9	101	-10	-2	-4	-1	0.0	-0.5	0
O=C(NCc1ccccc1)c1cc[n+](Cc2ccccc2)cc1	-13	99	-15	1	-4	-26	-0.1	1.1	-2
CCOc1ccc(N=Cc2c(O)n(-c3cccc(C)n3)c(=O)c3ccccc23)cc1	-6	99	-5	-3	-6	16	-0.5	-0.6	-1

2 neighbouring entries already listed, for reference:
SMILES	OXTR potentiate	MEKK2wt PB1 HTS	GPR7 antag	M18AAP inhibitor	GalR3 antagonist	NALP1 inh	V1R ag counter	OXTR agonist	MEKK2mut PB1 HTS
CCOC(=O)C(=CNc1ccc(-c2ccco2)c(Cl)c1)C(=O)OCC	-10	90	0	-6	-3	12	0.1	-2.8	-12
Cc1cc2c(cc1C)C(c1ccccc1F)CC(=O)N2 (configuration not stated)	-17	94	-1	2	-11	13	-0.3	-1.2	-2

Remaining list, next part
SMILES	OXTR potentiate	MEKK2wt PB1 HTS	GPR7 antag	M18AAP inhibitor	GalR3 antagonist	NALP1 inh	V1R ag counter	OXTR agonist	MEKK2mut PB1 HTS
COc1ccc(CNC(=O)COC(=O)c2cccn2C)cc1	-6	·	·	·	-3	·	1.1	-0.2	·
COc1cccc(NC(=O)CN(C)C(=O)c2cccc(S(=O)(=O)Nc3ccccc3OC)c2)c1	-1	·	·	·	-1	·	0.7	1.2	·
O=C(COC(=O)CN1C(=O)C2CCCCC2C1=O)NC1CCS(=O)(=O)C1 (configuration not stated)	-10	109	-5	-10	2	21	0.2	-0.8	4
N#CCCN(Cc1cccs1)C(=O)Nc1ccccc1	-7	96	-9	-1	-4	·	0.8	-0.7	-2
CC1CC(C)CN(CCCNC(=O)CN2C(=O)COc3ccc(S(=O)(=O)N4CCOCC4)cc32)C1 (configuration not stated)	-5	104	-2	0	-6	14	0.6	-1.2	4
CC(=O)Nc1ccc(NC(=O)CN2C(=O)COc3ccc(S(=O)(=O)N4CCCCC4)cc32)cc1	-2	99	-15	-1	-8	18	0.1	0.6	0
CCCCN(C)C(=O)CCC(=O)Nc1ccc2nc(N3CCN(C)CC3)cc(C)c2c1	0	94	-5	-4	10	12	-0.5	-0.3	-12
Nc1[nH]n(-c2ccccc2)c(=O)c1N=Nc1ccccc1	-3	104	0	7	-4	-5	-1.1	-2.7	3
O=C(O)COCC(=O)N1CCN(c2cc(C(F)(F)F)nc3ccccc23)CC1	-13	98	-11	4	-14	6	0.8	0.4	-1
COCCCNC(=S)NCCNc1nc2cc(C)c(C)cc2cc1C#N	-6	99	-16	-3	-3	2	-0.3	-2.3	-1

By substructure, the entries above containing a CF3 group
SMILES	OXTR potentiate	MEKK2wt PB1 HTS	GPR7 antag	M18AAP inhibitor	GalR3 antagonist	NALP1 inh	V1R ag counter	OXTR agonist	MEKK2mut PB1 HTS
O=C(NCCCCc1ccccc1)C1CC(c2cc(C(F)(F)F)cc(C(F)(F)F)c2)=NO1 (configuration not stated)	-6	94	·	·	-3	-69	-0.4	-0.3	-6
O=C(O)COCC(=O)N1CCN(c2cc(C(F)(F)F)nc3ccccc23)CC1	-13	98	-11	4	-14	6	0.8	0.4	-1

Later entries.
SMILES	OXTR potentiate	MEKK2wt PB1 HTS	GPR7 antag	M18AAP inhibitor	GalR3 antagonist	NALP1 inh	V1R ag counter	OXTR agonist	MEKK2mut PB1 HTS
CCOC(=O)N1CCN(C(=O)CN(c2ccc(Oc3ccccc3)cc2)S(C)(=O)=O)CC1	-20	104	3	6	-4	-30	4.3	9.1	-1
CC(C)CC(c1nnnn1CCc1ccccc1)N1CCN(C(=O)c2ccco2)CC1 (configuration not stated)	1	98	4	3	3	22	-0.1	-0.2	-1
O=C(C1=C[C@H](c2ccc3c(c2)OCO3)C[C@H](OCc2ccc(CO)cc2)O1)N1CCCCCCC1	-21	65	22	33*	-4	-1	-0.4	-1.1	-22
COc1ccc(OCc2csc(N)n2)cc1	4	112	-7	3	1	4	0.0	0.5	10
Cc1nn2c(NC(C)C)c3c(nc2c1-c1ccccc1)CCC3	6	98	-12	2	1	-10	-1.1	-2.5	0
CC(C)(C)OC(=O)N1CCC(C(=O)NCC2CCCO2)CC1 (configuration not stated)	-11	101	-14	-14	-4	-65	-0.3	-0.1	2
O=C(CSc1nnc2c(Cl)cc(Cl)cn12)N1CCN(c2ccc(F)cc2)CC1	-8	91	0	-16	-6	25	-0.8	-1.7	-2
CC(C)(C)NC(=O)c1cccc(NC(=O)c2ccc(NC(=O)c3ccco3)cc2)c1	-9	101	-1	-9	-6	17	3.5	4.0	1
O=C(CCl)Nc1ccc(-c2ccccc2)cc1	4	99	-12	15	-2	-22	-0.1	0.1	-2
CC(C)[n+]1ccn(C2=C([O-])c3ccccc3C(=O)/C2=N\S(=O)(=O)c2ccccc2)c1	-3	69	5	-14	-7	36*	-0.5	-0.7	-21
CC(C)N1CCc2c(sc(NC(=O)CCc3ccccc3)c2C(N)=O)C1	-11	101	-3	6	-10	14	0.2	0.9	0
CCOc1ccc(C(=O)Nc2ccc(NC(=O)c3ccccc3)cc2)cc1Br	-1	103	-3	5	-3	6	0.2	1.5	5
CC(=O)c1ccc(OCC(O)CN(C)CCOc2ccc(Br)cc2)cc1 (configuration not stated)	-15	108	23*	-12	-12	22	7.1	13	6
CCc1ccc(-c2nc(CS(=O)CC(=O)NC3CC3)c(C)o2)cc1 (configuration not stated)	0	99	-11	-11	-10	4	0.0	-1.1	2
CCc1ccc(OCCCOc2ccc(C=O)cc2)cc1	-5	97	0	-4	-5	14	0.3	-0.7	-3
COc1ccc(NC(=O)C2CC(=O)OC2c2ccccc2)cc1 (configuration not stated)	3	101	-5	6	-10	1	1.8	1.2	-2
Nc1nc2ccc(C(=O)N3CCCCC3)cc2s1	-15	104	-2	14	-5	-1	0.7	0.9	8
O=c1[nH]c2ccccc2n1C1=CCNCC1	·	108	-14	0	-10	5	·	·	1
Cc1cccc(N2CCN(C(=O)c3ccc(S(=O)(=O)N(C)c4ccccc4)cc3)CC2)c1C	-10	·	·	·	-6	·	0.1	-1.6	·
Cc1cccc(C)c1NS(=O)(=O)c1ccc(-c2cnc(C3CC3)o2)cc1	-12	99	19	-10	0	-4	4.5	1.5	3
Fc1ccccc1CN(CCN1CCOCC1)C(=S)Nc1ccccc1Cl	-5	99	0	0	3	-13	-1.0	-0.6	-1
N#C/C(=C\c1ccc(OCCN2CCOCC2)cc1)C(=O)Nc1ccccc1	2	107	-25	1	-3	10	3.2	4.3	3
O=C(c1cccnc1NCc1ccccc1)N1CCOCC1	0	109	0	-7	4	14	0.3	0.2	3
COc1ccc(OC)c(NC(=O)NCCCCc2ccccc2)c1	-11	91	15	3	-5	23	-0.1	-0.2	-7
Cc1ccc(N(CC(=O)NC2CCCC2)C(=O)c2ccc(C)s2)cc1	0	97	2	3	-10	18	-1.8	-2.1	-6
CC(=O)Nc1sc2c(c1CN1CCN(c3ccc(F)cc3)CC1)CCCC2	-6	100	19	-6	2	13	0.8	-1.1	7
Cc1csc(NC(=O)Cn2cnnn2)n1	-8	103	-17	3	1	6	0.6	-0.2	3
COc1ccc(N2CCN(C(=O)CN3C(=O)C4CC=CCC4C3=O)CC2)cc1 (configuration not stated)	-15	104	-9	4	-3	8	0.7	3.2	5
COc1cc(OC)cc(C(=O)N[C@H](C(=O)Nc2nc3c(s2)CCCC3)C(C)C)c1	-2	103	-10	4	-3	35	-0.3	-1.6	-3
CC(Sc1nc2sc3c(c2c(=O)n1-c1ccccc1)CCCC3)C(=O)O (configuration not stated)	-4	100	0	2	-4	-58	-0.2	-0.1	0
CCOc1ccccc1NC(=O)N1CCCC(c2nc(-c3ccc(C)o3)no2)C1 (configuration not stated)	12	100	-11	6	-4	1	-0.6	-1.4	4
O=C(NNS(=O)(=O)c1ccc([N+](=O)[O-])cc1)c1ccc([N+](=O)[O-])cc1	-4	97	-5	35*	-10	6	0.7	-0.2	-1
Cc1ccc(C2CC(c3cccs3)=NN2C(=O)CSc2nc3ccccc3o2)cc1 (configuration not stated)	-8	104	-11	4	2	17	1.1	-1.0	-1
Cc1cc(C(=O)Nc2ccc3c(c2)OCCO3)ccc1[N+](=O)[O-]	-6	108	-13	4	-8	41*	0.6	-2.0	4
O=C(C1=C[C@@H](c2ccccc2)C[C@@H](OCc2ccc(CO)cc2)O1)N1CCN(Cc2ccc3c(c2)OCO3)CC1	-14	100	1	-1	-6	-4	2.1	2.5	6
CCC(CO)n1cnnc1-c1ccncc1 (configuration not stated)	-18	100	-1	3	-4	35	1.5	0.5	1
COCCCC1CCN(C(=O)C2CCC(=O)N(CCc3ccccc3)C2)CC1 (configuration not stated)	-3	106	-9	-5	-1	6	1.0	-0.4	3
Cn1c(CCc2nc3ccccc3[nH]2)n[nH]c1=S	0	87	-8	17	-3	-12	0.0	0.9	-14
O=C(CCn1ccnc1)Nc1ccc2ccccc2c1	-3	98	-3	-5	7	6	0.5	0.4	6
CCCN(S(=O)(=O)c1ccccc1F)S(=O)(=O)c1ccccc1Br	-7	96	-14	-2	-7	12	2.2	1.0	2
